Screens (PubChem BioAssay)
GPR7 antagonist = blocks human GPR7 receptor signaling. GPR7-expressing cells, fluorescence antagonist assay. P48145. actives 1.1% (n = 290,000). inhibition, % at 4.4 µM. AID 1861; in the data active means inhibition above about 16%, passing the limit was not always enough;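 further: cells stimulated with the agonist NPW; 0% = agonist with vehicle and 100% = vehicle without agonist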
VIM-2 inhibitor = inhibitors of Pseudomonas aeruginosa VIM-2 metallo-beta-lactamase | purified VIM-2, nitrocefin hydrolysis, epi-absorbance fluorescence | inhibition, % at 5.6 µM | actives 0.89% (n = 290,000) | AID 1527;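 active means inhibition above the mean of all tested compounds plus 3 SD, cutoff set per screening run, cut at about 7.5% in these data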;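 further: red hydrolysis product quenches plate fluorescence so inhibitors raise well fluorescence; 0% = enzyme with DMSO and 100% = DMSO without enzyme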
GalR3 antagonist = human GalR3 antagonism | inhibition, % at 3 µM | actives 0.44% (n = 360,000) | HEK293 GalR3-CNG cAMP membrane potential fluorescence; galR3 body fused to GalR1 C-terminus | O60755;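 active means inhibition above the screen-wide average plus 3 SD, cut at about 13% in these data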;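 further: forskolin and galanin both at EC90 stimulate the cells; cAMP rise reported by CNG channel membrane potential dye signal; 0% = forskolin plus galanin with DMSO and 100% = forskolin alone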
Target sequence (O60755 1-299 limits assumed): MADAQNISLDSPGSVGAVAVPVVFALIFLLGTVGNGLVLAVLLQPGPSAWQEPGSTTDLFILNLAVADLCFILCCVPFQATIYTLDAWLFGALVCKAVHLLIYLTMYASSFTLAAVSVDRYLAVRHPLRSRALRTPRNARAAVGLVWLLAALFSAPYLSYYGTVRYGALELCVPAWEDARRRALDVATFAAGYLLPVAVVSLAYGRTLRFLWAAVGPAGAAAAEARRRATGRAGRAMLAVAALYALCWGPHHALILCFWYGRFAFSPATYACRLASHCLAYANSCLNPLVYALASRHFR
DNA FID counter = displaces DNA intercalator in HCV helicase counter-screen; DNA fluorescent intercalator displacement, fluorescence; inhibition, % at 7.9 µM; actives 0.17% (n = 290,000); AID 1845; in the data active means inhibition above about 37%;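 further: 0% = vehicle and 100% = reference compound; higher means more ethidium bromide displaced from hairpin DNA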
OXTR agonist = activates the human oxytocin receptor. activation, % at 3 µM. actives 0.32% (n = 320,000). AID 2435. CHO-OTR cells, Fluo-8 calcium fluorescence; normalized: DMSO 0%, oxytocin 100%;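 active means activation above the mean of all tested compounds plus 3 SD, cutoff set per screening run, cut at about 20% in these data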;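 further: peak over basal fluorescence ratio from a 100 s FLIPR kinetic read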
Target sequence (P30559 whole entry, looked up): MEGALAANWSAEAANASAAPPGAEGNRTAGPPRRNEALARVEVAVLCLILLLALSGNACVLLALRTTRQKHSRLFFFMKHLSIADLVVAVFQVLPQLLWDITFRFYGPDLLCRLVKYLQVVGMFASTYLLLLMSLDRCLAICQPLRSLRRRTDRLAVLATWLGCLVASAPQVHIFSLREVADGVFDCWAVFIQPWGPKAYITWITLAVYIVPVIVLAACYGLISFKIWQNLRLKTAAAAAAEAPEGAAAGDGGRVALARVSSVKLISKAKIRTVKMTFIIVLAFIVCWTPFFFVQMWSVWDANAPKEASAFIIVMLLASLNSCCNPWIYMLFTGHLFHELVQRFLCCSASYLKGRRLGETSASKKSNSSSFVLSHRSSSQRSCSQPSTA
PHOSPHO1 block = blocks human PHOSPHO1 phosphatase activity; recombinant PHOSPHO1, absorbance phosphatase assay; Q8TCT1; actives 1.1% (n = 290,000); inhibition, % at 13.3 µM; in the data active means inhibition above about 60%
V1aR counter = counter-screen for oxytocin receptor agonists: human V1a receptor agonists. CHO-V1R cells, Fluo-8 calcium fluorescence, agonist mode; 0% DMSO, 100% 3 nM vasopressin. actives 0.25% (n = 320,000). activation, % at 3 µM. AID 2797. P37288;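 active means activation above the mean activation of all tested compounds plus 3 SD, per screening run, cut at about 20% in these data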;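 further: signal is peak over basal fluorescence ratio across a 100 second FLIPR read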
Target sequence (P37288 whole entry, looked up): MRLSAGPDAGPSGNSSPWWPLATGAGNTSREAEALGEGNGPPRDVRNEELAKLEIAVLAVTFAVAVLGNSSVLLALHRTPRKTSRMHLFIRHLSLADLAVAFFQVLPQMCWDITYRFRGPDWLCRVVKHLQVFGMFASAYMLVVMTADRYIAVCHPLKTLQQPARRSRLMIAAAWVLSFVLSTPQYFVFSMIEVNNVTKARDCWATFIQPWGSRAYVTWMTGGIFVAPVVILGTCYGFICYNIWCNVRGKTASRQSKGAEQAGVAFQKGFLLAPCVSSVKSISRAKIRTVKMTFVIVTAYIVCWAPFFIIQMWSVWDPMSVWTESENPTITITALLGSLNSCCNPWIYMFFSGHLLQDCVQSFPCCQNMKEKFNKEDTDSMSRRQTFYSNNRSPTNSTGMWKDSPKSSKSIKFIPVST
IMP-1 inhibitor = inhibitors of Pseudomonas aeruginosa IMP-1 metallo-beta-lactamase. actives 0.45% (n = 290,000). inhibition, % at 5.6 µM. purified IMP-1, nitrocefin hydrolysis, epi-absorbance fluorescence. AID 1556;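 active means inhibition above the mean plus 3 SD of all compounds in the same screening run, cut at about 4.5% in these data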;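 further: 0% = IMP-1 with DMSO and 100% = DMSO wells lacking enzyme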
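System: purified IMP-1; amount: IMP-1 0.2 nM before substrate addition; compound: single dose, 5.6 µM; times: 25 °C, 15 min preincubation, 25 min reaction; signal: Epi-absorbance via hydrolysed-nitrocefin quenching of white-plate fluorescence, 480/530 nm, EDTA stop; benchmarks: DMSO with and without IMP-1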
HCV NS3 hel inh = HCV NS3 helicase inhibition; inhibition, % at 10.9 µM; actives 0.56% (n = 290,000); NS3 helicase DNA unwinding, Cy5 molecular beacon fluorescence; AID 1800;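 active means inhibition above the mean of all tested compounds plus 3 SD, set per campaign, cut at about 35% in these data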;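 further: 0% = DMSO wells and 100% = thioflavine S control wells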
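assay system = NS3 helicase fragment of HCV | buffer or medium = MOPS pH 6.5, MgCl2, DTT, Tween20, BSA | timing = 60 min unwinding reaction at 25 °C after ATP addition | signal = Cy5 beacon fluorescence read at start and 1 h | read-out basis = % inhibition of unwinding | control set = low DMSO, high thioflavine S at 110 µM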
Starred values were filed as active, the others as inactive; x = not tested or not shown.

SMILES	GPR7 antagonist	VIM-2 inhibitor	GalR3 antagonist	DNA FID counter	OXTR agonist	PHOSPHO1 block	V1aR counter	IMP-1 inhibitor	HCV NS3 hel inh
O=C(O)C1C2C=CC(C2)C1C(=O)NC(c1ccccc1)c1ccccc1 (stereo unspecified)	-4	-2.8	-3	2	0.6	-6	1.4	-0.1	-1
CS(=O)(=O)N1CCCC(C(=O)NCc2ccc(F)cc2Cl)C1 (stereo unspecified)	2	-2.2	-4	-2	-0.1	-7	0.0	-3.0	1
O=C1CC(c2ccccc2)Sc2nc3ccccc3n21 (stereo unspecified)	-4	0.8	-5	-11	0.6	16	0.3	-1.7	1
O=C(Oc1ccc(-c2cnc3ccccc3n2)cc1)c1ccc(Cl)c([N+](=O)[O-])c1	-10	-3.4	5	-3	0.0	-21	1.7	-3.6	3
Cc1cccc(C(=O)NNC(=O)CSc2nnc(C3CC3)n2C)c1	-7	-2.3	-2	-8	0.3	28	0.9	-1.5	6
O=C1c2cccc([N+](=O)[O-])c2C(=O)N1C1CCCCC1	11	-1.4	-3	-1	-1.0	19	-1.5	-1.7	11
CCOC(=O)c1c(C)[nH]c(C(=O)OCC(=O)N2c3ccccc3CC2C)c1C (stereo unspecified)	-3	-1.2	-9	-9	-2.1	-6	0.7	-2.6	-7
C=CCc1c(OC)ccc2c1c(S(=O)(=O)c1ccc(C)cc1)cn2COC	-20	0.4	-8	-28	-0.9	17	0.7	-1.8	-24
CC(CN1CCCC1)OC(=O)c1ccc(F)cc1 (stereo unspecified)	-12	-2.0	-7	-1	0.2	45	0.1	0.9	5
O=C(CN1CCN(S(=O)(=O)c2ccc(Br)cc2)CC1)N/N=C/c1ccco1	12	-2.7	-2	-23	0.5	-5	0.4	-2.9	-1
Cc1ccc(C(=O)Nc2nnc(NC(=S)Nc3ccccc3)s2)cc1	-25	-4.2	0	5	1.8	28	0.3	-3.2	-13
COc1cc(Cl)c(S(=O)(=O)NCCCN2CCOCC2)cc1Cl	-1	-3.0	-4	2	0.2	7	0.1	-1.3	-3
CCCCOc1ccc(/C=c2\sc3ncnn3c2=O)cc1	-9	2.3	1	-17	1.4	-19	1.5	-0.8	13
CCc1cccc(NS(=O)(=O)c2ccc(-n3cccn3)cc2)c1	0	-1.8	1	-27	2.3	27	3.5	-1.5	-17
COc1cc(S(=O)(=O)n2ccc(C)n2)ccc1Cl	-6	-0.6	-11	-1	0.1	24	0.8	-3.1	-5
CC(=O)c1ccccc1OCCCOc1cccc2cccnc12	-13	-0.8	-11	-29	1.3	x	3.9	-2.2	2
c1cncc(CNc2ncn[nH]2)c1	-4	-1.6	-7	1	-0.6	40	0.1	-1.4	1
CCCNC(=O)Cn1c(=O)oc2cc(S(=O)(=O)N3CC(C)CC(C)C3)ccc21 (stereo unspecified)	-4	-0.8	-7	-33	-1.8	17	-0.9	-0.6	2
Cn1ncc(Cl)c1C(=O)NC1C2CC3CC(C2)CC1C3 (stereo unspecified)	1	-0.1	0	-16	-2.1	-23	-0.4	-4.9	-10
Cc1cc2n(n1)C(c1ccsc1)Nc1ccccc1-2 (stereo unspecified)	-14	0.0	-3	0	-1.5	-8	-0.6	-2.6	6
COc1ccc(-c2[nH]ncc2/C=N\NC(=O)c2ccc(C(C)(C)C)cc2)cc1OC	-15	-3.4	1	-22	-1.3	18	0.2	-3.5	5
Cc1nnc(NCCN2CCOCC2)[nH]c1=O	-11	-3.0	-3	-1	-0.7	27	-0.7	-5.2	14
COc1ccc(/C=C(/C#N)C(=O)Nc2cccc(C)c2C)cc1C(=O)O	-10	-5.0	-2	0	-0.2	11	0.7	-2.6	2
CCOC(=O)C1CCCN(C(=O)Cc2c(C(=O)O)[nH]c3ccccc23)C1 (stereo unspecified)	-8	-1.4	-2	-8	0.6	2	0.3	-1.6	5
Cc1nc2ccccc2c(=O)n1NC(=O)COc1ccccc1	10	-1.4	-7	-2	-0.3	-13	0.3	-2.2	-5
Next part:
SMILES	GPR7 antagonist	VIM-2 inhibitor	GalR3 antagonist	DNA FID counter	OXTR agonist	PHOSPHO1 block	V1aR counter	IMP-1 inhibitor	HCV NS3 hel inh
Cc1cccc(C(=O)Nc2sc(C(=O)N3CCCC3)c(C)c2C#N)c1	4	-4.0	-5	-12	-0.2	30	1.2	-4.5	-3
CC(C)C(=O)Nc1ccc2c(c1)nc(CCN1CCN(c3ccccc3)CC1)n2C	-1	-1.8	-3	-14	-0.6	-4	-0.5	1.1	2
CC(=O)Nc1ccc(NC(=O)c2oc3cc(C)c(C)cc3c2C)cc1	-2	-3.7	3	-14	3.9	-20	4.9	-1.1	-11
COc1ccccc1-c1c(C(F)(F)F)oc2cc(OC(=O)c3ccc([N+](=O)[O-])cc3)ccc2c1=O	-14	-2.7	-5	-6	10	-1	9.9	-5.4	-1
CCN(CC)C(=O)CSc1nc2ncccc2[nH]1	-16	-0.8	-6	-1	0.3	1	0.4	-5.8	5
CCCCCCc1ccc(N2C[C@H](Cc3ccccc3)[C@@H](CC(=O)Nc3ccccc3)C2=O)cc1	-5	-4.1	-1	-19	0.7	-24	-0.3	-1.7	3
Cc1c(NC(=O)c2cnn3cccnc23)c(=O)n(-c2ccccc2)n1C	-9	-3.1	x	0	-0.3	0	0.3	-3.3	2
COc1ccc(-n2c(Cc3cccn3C)nnc2SCC(=O)Nc2ccc(Cl)cc2)cc1	9	-2.0	-4	-43	-1.6	58	-0.5	1.4	12
COc1ccccc1NC(=O)CSc1nnc(-c2ccoc2C)n1C	2	0.1	-7	-15	0.6	32	-0.3	-1.5	-7
COc1ccc(S(=O)(=O)N(C)CC(=O)Nc2ccccc2OC)cc1C	-12	-0.3	-3	-19	-2.6	0	-0.3	-0.7	-2
COc1ccc(Nc2oc(-c3ccco3)nc2S(=O)(=O)c2ccc(F)cc2)cc1	-15	-0.7	-7	-19	-2.1	-53	0.0	-1.7	-11
CCNC(=O)NC(=O)CSc1ccc2ccccc2c1	2	0.3	-4	-5	-0.6	17	0.5	1.1	-7
COc1ccc(Br)cc1/C=C/c1ccc2cccc(O)c2n1	-26	-2.4	-7	-8	-1.0	34	0.8	-1.3	2
CCN(CC)C(=O)C1CCN(S(=O)(=O)c2ccc3oc4ccccc4c3c2)CC1	-8	-2.4	-4	-25	10	16	9.8	-3.2	-2
O=C(Nc1nc(-c2ccncc2)cs1)c1ccc(F)cc1	-1	-1.6	-5	-4	-1.1	5	-0.1	-3.0	5
O=C(NNC(=O)c1ccncc1)Nc1ccc([N+](=O)[O-])cc1	6	2.6	-5	8	1.0	27	0.7	-1.5	-9
CCC(=O)N1CCN(c2nc3ccccc3s2)CC1	-2	-1.8	2	-8	2.4	0	3.1	-2.9	-8
COc1ccc(NC(=O)/C(C#N)=C/c2c(C)nn(-c3ccc(F)cc3)c2Cl)cc1Cl	11	2.3	2	0	-1.0	0	0.2	-3.3	-1
COCc1cc(=O)[nH]c(Nc2nc3ccccc3o2)n1	7	-1.9	-5	-12	-1.2	10	-0.4	-15	-1
C=CCNC(=O)C1(S(=O)(=O)c2ccccc2)CC=CC1	-10	-0.1	-4	-5	-0.3	4	-0.7	-5.7	-5
O=C(Nc1ccccc1[N+](=O)[O-])c1cncc(Br)c1	-4	-3.1	-1	1	-0.4	-13	-0.1	-3.2	0
C/C(=N\Nc1cc(N2CCOCC2)nc(C)n1)c1cccc([N+](=O)[O-])c1	-13	-3.6	2	0	-0.6	11	0.9	-3.6	-7
CCn1c(S(=O)(=O)O)nc2ccccc21	0	-1.9	-4	4	0.8	4	0.9	-1.7	8
COCc1c(C#N)c(NCCc2ccc(F)cc2)nc(C)c1[N+](=O)[O-]	2	-2.4	-4	-14	-1.2	10	-0.6	0.0	8
CCSc1ncccc1-c1nc2ccccc2[nH]1	2	-2.8	-9	2	-1.2	22	-0.5	-3.2	2

Compounds shown so far with a COOH group, in the order listed:
SMILES	GPR7 antagonist	VIM-2 inhibitor	GalR3 antagonist	DNA FID counter	OXTR agonist	PHOSPHO1 block	V1aR counter	IMP-1 inhibitor	HCV NS3 hel inh
O=C(O)C1C2C=CC(C2)C1C(=O)NC(c1ccccc1)c1ccccc1 (stereo unspecified)	-4	-2.8	-3	2	0.6	-6	1.4	-0.1	-1
COc1ccc(/C=C(/C#N)C(=O)Nc2cccc(C)c2C)cc1C(=O)O	-10	-5.0	-2	0	-0.2	11	0.7	-2.6	2
CCOC(=O)C1CCCN(C(=O)Cc2c(C(=O)O)[nH]c3ccccc23)C1 (stereo unspecified)	-8	-1.4	-2	-8	0.6	2	0.3	-1.6	5

(continued)
SMILES	GPR7 antagonist	VIM-2 inhibitor	GalR3 antagonist	DNA FID counter	OXTR agonist	PHOSPHO1 block	V1aR counter	IMP-1 inhibitor	HCV NS3 hel inh
CN(C)c1ccc(N=Nc2cccc3ccoc23)cc1	-9	-4.5	-6	-3	-1.8	-32	-0.9	-5.3	-9
Cc1ccc2nc3c(c(Nc4cccc(O)c4)c2c1)CCC3	17	9.4*	-12	4	-0.8	22	0.2	-1.8	-1
O=c1c(-c2ccccc2)coc2c(CN3CCCCC3)c(O)ccc12	16	0.4	-11	-1	0.6	19	-0.2	0.8	0
Cc1ccc2oc(C(=O)NCc3ccc4c(c3)OCO4)c(C)c2c1	-5	-1.2	-2	-19	1.3	21	3.3	0.0	-13
O=C(c1snnc1-c1ccccc1)N1CCOCC1	7	1.2	-8	6	0.7	34	0.7	-0.7	-2
CCOc1ccc(C(C)C)cc1S(=O)(=O)Nc1ccc(Cl)cn1	-4	-1.3	-4	-4	-0.7	31	0.1	-3.1	6
O=C(Nc1ccc(S(=O)(=O)N2CCCC2)cc1)c1ccc(OCC2CCCO2)cc1 (stereo unspecified)	8	1.5	-1	-25	13	16	8.6	-0.9	-9
Cc1cccc(NC(=O)N(C)Cc2cccs2)c1	-10	-0.5	-4	-4	1.3	6	-0.4	-2.3	1
CCCC(=O)NCC(c1cccs1)S(=O)(=O)c1ccc(Cl)cc1 (stereo unspecified)	-8	-3.3	-6	-17	-0.8	54	8.0	-3.1	12
CCCC(C)NC(=O)COc1ccc(Sc2ccc(OCC(=O)NC(C)CCC)cc2)cc1 (stereo unspecified)	-7	-2.3	-4	-17	7.0	2	6.0	-5.3	-2
CCCSc1sc(C(=O)OC)c(-c2cccs2)c1C#N	-7	0.3	4	-6	-2.2	7	-0.1	-0.8	-3
CCOC(=O)C1CCCN(C(=O)CCNS(=O)(=O)c2cc(Br)cnc2N)C1 (stereo unspecified)	-8	-4.5	-9	-23	-1.0	41	1.7	-1.8	4
CCOC(=O)CC1COCCN1Cc1cn[nH]c1-c1ccc2c(c1)OCO2 (stereo unspecified)	3	-6.6	-6	6	0.0	44	-0.8	-2.8	1
Cc1ccc(N2CN=C3SCC(=O)N3C2)cc1C	-11	-1.7	-5	-5	0.3	56	3.4	-1.4	-8
O=C(CN1CCN(c2ccccn2)CC1)Nc1ccc([N+](=O)[O-])cc1C(=O)Nc1ccccc1F	6	2.0	0	-17	-0.6	27	0.4	-0.1	7
Cc1c(C)c2ccc(OC(C)C(=O)N3CC[C@@]4(O)CCCC[C@H]4C3)c(C)c2oc1=O (stereo partly specified)	-2	4.7	-2	-32	0.4	40	0.4	-4.0	24
O=C(c1cc(Cl)ccc1[N+](=O)[O-])N1CCc2ccccc2C1	1	-2.9	-4	-4	-1.7	18	-0.8	-3.8	2

An unsorted share of the library; overall some 4.3% were active at least once.
